Screening data: PubChem BioAssay, several laboratories
Cardio protect: cardioprotection against H2O2-induced cell death, primary screen, uHTS, H9c2 cells, ATPLite luminescence; H9c2 cardiomyocytes, H2O2 injury protection, 2 h; actives 0.63% (n = 360,000); protection from H2O2 cell death, % at 20 µM; AID 588492, 2011;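 active = compounds giving at least 50% protection of heart cells from peroxide-induced death in the single-dose screen, raw or plate-pattern-corrected value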;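 note: 0% = DMSO wells with peroxide and 100% = DMSO wells without peroxide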
MC4R barr agon: MC4R agonists recruiting beta-arrestin, primary screen, cell-based, luminescence, agonist arm of biased-ligand search; U2OS MC4R beta-arrestin complementation; percent of melanotan II response, DMSO zero; Melanocortin receptor 4 (Homo sapiens), P32245; AID 540308, 2011; actives 0.98% (n = 360,000); activation, % at 8.9 µM;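 active = activation above a per-plate cutoff, the mean activation of sample wells on that plate plus 3 SD, cut at about 8% in these data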
m5-HT2A agonist: mouse Htr2a agonists via beta-arrestin recruitment, primary screen, cell-based, luminescence | activation, % at 7.6 µM | CHO-K1 mHTR2A beta-arrestin complementation; percent of 30 µM serotonin response | actives 0.66% (n = 360,000) | 5-hydroxytryptamine receptor 2A (Mus musculus), P35363;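 active = activation above a run cutoff, the mean activation of all tested compounds plus 3 SD, cut at about 14% in these data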;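 note: 0% = plate median of compound wells and 100% = 30 µM serotonin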
Target sequence (P35363 whole entry, looked up): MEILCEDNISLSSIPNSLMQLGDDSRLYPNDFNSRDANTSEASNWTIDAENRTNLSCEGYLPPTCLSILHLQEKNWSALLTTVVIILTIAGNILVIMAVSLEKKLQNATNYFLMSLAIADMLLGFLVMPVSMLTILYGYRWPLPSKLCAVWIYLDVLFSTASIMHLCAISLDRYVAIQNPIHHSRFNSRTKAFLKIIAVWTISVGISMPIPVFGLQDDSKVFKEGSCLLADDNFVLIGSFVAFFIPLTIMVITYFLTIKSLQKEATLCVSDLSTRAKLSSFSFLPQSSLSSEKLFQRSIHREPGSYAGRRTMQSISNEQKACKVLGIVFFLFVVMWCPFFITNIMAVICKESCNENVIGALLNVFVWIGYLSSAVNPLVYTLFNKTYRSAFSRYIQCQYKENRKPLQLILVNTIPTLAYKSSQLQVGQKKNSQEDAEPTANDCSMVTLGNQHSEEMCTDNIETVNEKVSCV
Glyco luc inh: increase of ERlucT glycosylation luciferase signal, primary screen, N-linked glycosylation inhibitor project, D54 ERlucT cells, luminescence, set 2; actives 0.23% (n = 360,000); D54 ERlucT glycosylation luciferase reporter, 24 h; percent of 100 nM tunicamycin response; reporter increase, % at 12.5 µM; AID 588692, 2011;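 active = mean luciferase reporter signal, scaled so untreated is 0 and the glycosylation-blocking control 100, at or above a set limit in every replicate; inconclusive = mean reaches the limit but not every replicate does; inactive = mean below the limit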;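 note: luciferase carries N-glycosylation sites so blocking glycosylation raises the light; 0% = median of neutral control wells and 100% = median of 100 nM tunicamycin wells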
ABCB6 inh 2: ABCB6 transporter inhibitors, primary screen, K562-ABCB6 cells, flow cytometry, MLPCN library; K562-ABCB6 porphyrin accumulation, 1 h; stronger effect = lower value; ATP-binding cassette sub-family B member 6 (Homo sapiens), Q9NP58; fluorescence ratio to DMSO, % at 10 µM; actives 0.19% (n = 360,000);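 active = fluorescence ratio to DMSO below 75%, the collection mean minus 3 SD; inconclusive = too few cells collected in the well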;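 note: signal is porphyrin accumulated inside mitochondria; 100% equals median channel fluorescence of DMSO control wells; lower ratio means ABCB6 inhibition with less porphyrin fluorescence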
aDG glyco act: activators of alpha-DG glycosylation, primary screen, uHTS, Pro5-aDG cells, AlphaScreen; actives 0.22% (n = 360,000); activation, % at 10 µM; alpha-DG glycosylation AlphaScreen (IIH6); 0% Pro5, 100% B10-LARGE cell signal;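 active = activation of at least 8% versus controls, or a plate z-score of at least 8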;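 note: Pro5 are CHO cells carrying HIG-tagged alpha-DG that lacks glycosylation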
Vif inh: HIV Vif self-association inhibitors, primary screen, imaging, HEK293T, single point | HEK293T cells, Vif self-association by quenched fluorescence, 24 h | inhibition, % at 7.49 µM | actives 0.35% (n = 340,000); in the data active = inhibition above about 50%, passing the limit was not always enough; inconclusive = no clear call, values can overlap the other calls; inactive = below about 31%; note: some results filed as inactive read as strong as hits
PDI turbidity: inhibitors of human PDI, primary screen, biochemical, turbidity, single point, plate reader; actives 0.052% (n = 350,000); PDI insulin aggregation turbidity, A650, 90 min; AID 588391, 2011; Protein disulfide-isomerase (Homo sapiens), P07237; inhibition, % at 10 µM;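 active = mean inhibition across replicates of 30% or more, whatever share of single replicates reach that level; inconclusive = mean inhibition below 30% while every single replicate reaches 30%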;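 note: absorbance from insulin aggregation driven by PDI reduction with DTT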
Target sequence (P07237 whole entry, looked up): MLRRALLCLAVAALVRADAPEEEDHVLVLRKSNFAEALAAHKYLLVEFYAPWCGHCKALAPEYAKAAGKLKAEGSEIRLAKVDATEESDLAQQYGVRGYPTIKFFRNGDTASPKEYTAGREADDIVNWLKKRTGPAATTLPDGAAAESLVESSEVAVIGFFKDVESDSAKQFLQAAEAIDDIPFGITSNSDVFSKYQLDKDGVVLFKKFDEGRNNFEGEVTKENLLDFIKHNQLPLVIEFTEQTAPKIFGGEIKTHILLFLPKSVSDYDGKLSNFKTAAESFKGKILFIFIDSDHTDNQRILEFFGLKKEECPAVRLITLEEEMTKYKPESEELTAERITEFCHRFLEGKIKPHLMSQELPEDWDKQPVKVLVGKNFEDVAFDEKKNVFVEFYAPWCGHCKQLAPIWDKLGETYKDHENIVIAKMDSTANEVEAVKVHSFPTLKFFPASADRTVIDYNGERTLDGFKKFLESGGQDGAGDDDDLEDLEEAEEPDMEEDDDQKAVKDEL
MC4R antagonist: MC4R antagonists of cAMP signaling, primary screen, cell-based, TR-FRET, antagonist arm of biased-ligand search; actives 0.48% (n = 360,000); inhibition, % at 6.5 µM; MC4R-expressing cells, MTII-stimulated cAMP, LANCE TR-FRET; Melanocortin receptor 4 (Homo sapiens), P32245;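 active = inhibition above its plate's cutoff, the mean of tested wells on that plate plus 3 SD, cut at about 29% in these data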;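 note: 0% = Melanotan II alone and 100% = Melanotan II plus saturating MCL0020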
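material = U2OS cells stably expressing human melanocortin 4 receptor (MC4R) | also added = Melanotan II challenge | dosing = single nominal compound dose of 6.5 µM | detection = TR-FRET with Eu-cAMP and labeled anti-cAMP, 671 nm | replication = singlicate | timing = compound 30 min, challenge 1 h, detection 1 h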
CaV13 ICDI inh: Primary screen for inhibitors of IQ motif and Ca2+-dependent inactivation inhibitor domain binding in CACNA1D, Förster resonance energy transfer in living cells, …. HEK cells, CFP/YFP FRET ICDI-IQ, plate reader, 10 min; percent FRET-ratio fall versus neutral wells. inhibition, % at 12.3 µM. actives 0.098% (n = 340,000);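 active = mean replicate inhibition of at least 30% and at least 1% of replicates passing that level; inconclusive = only one of the two criteria is met; inactive = neither criterion is met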;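 note: 0% = median of the neutral control wells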
* hit, by the source's call; ? = inconclusive; . = no result given.

SMILES | Cardio protect | MC4R barr agon | m5-HT2A agonist | Glyco luc inh | ABCB6 inh 2 | aDG glyco act | Vif inh | PDI turbidity | MC4R antagonist | CaV13 ICDI inh
Brc1ccc(N=Cc2ccccn2)cc1 | 6 | -1.0 | -2 | 1 | 99 | 0.2 | -6 | 10 | 18 | -17
COc1ccccc1CN1CCC(CNS(=O)(=O)c2cc(-c3onc(C)c3C)ccc2OC)CC1 | -9 | -0.3 | -6 | 4 | 101 | 3.5 | 7 | 2 | 5 | -2
Cc1ccc(Cc2ccccc2C(=O)O)cc1 | 5 | 0.4 | 0 | -1 | 97 | -0.3 | 0 | -9 | -3 | -9
C[C@H](CO)N1C[C@H](C)[C@H](CN(C)C(=O)N[C@H](C)c2ccccc2)OCc2ccccc2-c2c(n(C)c3ccccc23)C1=O | -2 | -0.3 | 5 | 1 | 96 | -0.1 | 0 | 19 | 10 | -5
COc1ccc(C(CCNCc2ccc(N(C)C)cc2)c2ccccc2OC)cc1 (stereo unspecified) | -17 | 3.5 | -10 | -6 | 95 | 0.5 | 1 | -2 | -5 | -3
COc1ccc(C(C(=O)NC2CCCCC2)N(C(=O)CCl)c2ccc(C)cc2)cc1 (stereo unspecified) | -8 | 18* | 4 | 17 | 101 | -0.3 | 2 | -1 | 6 | -4
COCC(C)NC(=S)NCCc1ccc(Cl)cc1Cl (stereo unspecified) | -8 | -1.7 | -6 | 0 | 101 | 0.5 | -3 | 8 | -1 | 4
COCCn1c(SCC(=O)c2ccc(F)cc2)nnc1C(C)C | 10 | 0.0 | -1 | -1 | 96 | 0.4 | 2 | 2 | 18 | -4
Cc1ccccc1NC(=O)C(Cc1ccccc1)n1cccc1 (stereo unspecified) | 7 | -1.4 | -3 | 1 | 92 | 0.0 | 3 | 9 | 5 | -2
CCC(CC)NC(=O)c1cc([N+](=O)[O-])ccc1N1CCOCC1 | -4 | -2.9 | 0 | 1 | 95 | -0.1 | 6 | 9 | 2 | -2
FC(F)(F)c1ccc(-c2nnc(-c3cccnc3)o2)cc1 | -2 | -0.5 | 4 | 4 | 99 | 0.1 | 3 | 4 | 3 | -19
O=C(COC(=O)c1ccc(OC(F)F)cc1)NCc1cccs1 | -3 | -3.3 | 3 | 2 | 97 | -0.2 | 19 | 24 | 9 | -2
COc1ccccc1Cc1c(-c2ccc(C#N)cc2)nc2ccc(Br)cn12 | -4 | . | -3 | -1 | 98 | 0.2 | . | . | . | -4
COc1ccc2cc(C(=O)OC(C)C)sc(=O)c2c1OC | 7 | 0.5 | -5 | -1 | 103 | 0.1 | 1 | -2 | -2 | .
CCOc1ccc(CN2CCNC(=O)C2CC(=O)NCCCC2CCCC2)cc1 (stereo unspecified) | 1 | -0.5 | -4 | -1 | 107 | 0.1 | -2 | 1 | 9 | -6
CC1CCCN(C(=O)CNC(=O)c2sc3ccccc3c2Cl)C1 (stereo unspecified) | 1 | -0.8 | 1 | -3 | 97 | -0.1 | -12 | -5 | 3 | -3
CCCS(=O)(=O)C(=C(Nc1ccc(OC)cc1)Nc1ccc(OC)cc1)S(=O)(=O)CCC | 5 | -0.1 | 2 | -1 | 94 | 0.2 | 0 | 0 | 9 | -7
Cn1c(=O)c2c(nc(SCC(=O)c3cccs3)n2Cc2ccc(F)cc2)n(C)c1=O | 22 | 2.8 | 1 | 3 | 98 | 0.2 | -5 | -4 | -44 | .
CC(C)C[C@H](NC(=O)N1CCn2c1nc1ccccc12)C(=O)NCC1CCCO1 (stereo partly specified) | -2 | -0.6 | 6 | 2 | 99 | 0.0 | -3 | -9 | 3 | -3
O=c1c(C(c2ccc(O)cc2)c2c(O)nc3n(c2=O)CCCS3)c(O)nc2n1CCCS2 | 7 | -0.8 | 1 | -2 | 98 | -0.1 | 8 | 5 | 1 | -7

Single records, from the list above. Values in the order: Cardio protect, MC4R barr agon, m5-HT2A agonist, Glyco luc inh, ABCB6 inh 2, aDG glyco act, Vif inh, PDI turbidity, MC4R antagonist, CaV13 ICDI inh
COc1ccc(C(CCNCc2ccc(N(C)C)cc2)c2ccccc2OC)cc1 (stereo unspecified) reads -17, 3.5, -10, -6, 95, 0.5, 1, -2, -5, -3
FC(F)(F)c1ccc(-c2nnc(-c3cccnc3)o2)cc1 reads -2, -0.5, 4, 4, 99, 0.1, 3, 4, 3, -19

(continued)
SMILES | Cardio protect | MC4R barr agon | m5-HT2A agonist | Glyco luc inh | ABCB6 inh 2 | aDG glyco act | Vif inh | PDI turbidity | MC4R antagonist | CaV13 ICDI inh
Cc1c(C)n(-c2ccccc2)c2ncnc(NCCCN(C)C)c12 | 5 | -2.2 | -3 | -1 | 97 | -0.2 | 2 | 10 | -4 | -15
CC(=O)NC1C(=O)N=C(SCC(=O)NC2CCCCC2)NC1=O (stereo unspecified) | -8 | -1.1 | 2 | 1 | 98 | 0.0 | 7 | -5 | 25 | -9
O=C(COC(=O)CCSc1ccc(F)cc1)NCc1ccc(F)cc1 | 3 | 3.3 | 10 | -1 | 90 | -0.3 | -10 | -6 | 4 | -6
Cc1noc(C)c1C(=O)N1CCC1(C)C(=O)NS(=O)(=O)c1ccc(Cl)cc1 (stereo unspecified) | 8 | -0.8 | -1 | 2 | 96 | -0.1 | 11 | 1 | 13 | -18
COc1ccc(C2C(C#N)=C(C)NC3=C2C(=O)c2ccccc23)cc1 (stereo unspecified) | 15 | 1.1 | -5 | -4 | 97 | -0.3 | 1 | 13 | 13 | -9
O=C(/C=C/c1ccccc1[N+](=O)[O-])N1CCN(c2ccccc2F)CC1 | -2 | -2.5 | -8 | 3 | 94 | 0.8 | 6 | -1 | 6 | -8
Cn1c(=O)c2c(nc(Br)n2Cc2ccccc2Cl)n(C)c1=O | -4 | -1.1 | -1 | -8 | 95 | 0.3 | 6 | 8 | 5 | .
O=c1[nH]cnc2sc3c(c12)CN(Cc1ccccc1)CC3 | 10 | -1.6 | 1 | -3 | 98 | 0.0 | -4 | 6 | -2 | .
CCOC(=O)N1CCN(C(=O)c2cccc(S(=O)(=O)Nc3ccccc3Cl)c2)CC1 | 4 | 1.1 | -2 | 1 | 94 | 0.3 | -1 | 19 | 10 | -2
O=C(CN1CCCCC1)Nc1cccc(Cl)c1Cl | -4 | 2.0 | -5 | 0 | 92 | 0.0 | -10 | 0 | 10 | -6
CCCCn1c(=O)n(Cc2cccc(F)c2)c(=O)c2c1ncn2Cc1ccco1 | 8 | 3.2 | 0 | -2 | 93 | 0.0 | -9 | -6 | -2 | -2
CC(C)CCNS(=O)(=O)c1ccc(-c2ccc(S(=O)(=O)NCCC(C)C)cc2)cc1 | 2 | 0.7 | 3 | -1 | 93 | 0.0 | ? | 23 | 2 | -8
COc1cccc(N=Cc2c(O)c3ccccc3oc2=O)c1 | -3 | -0.4 | -2 | 1 | 95 | -0.1 | 9 | -4 | 8 | -2
O=C(c1ccc(N2CCN(C(=O)c3cccc(F)c3)CC2)cc1)c1cccc(F)c1 | -5 | -2.0 | -2 | -1 | 96 | 0.5 | 1 | 6 | 18 | -6
O=C(CCc1ccc(S(=O)(=O)N2CCOCC2)cc1)Nc1nc(COc2ccccc2)cs1 | -6 | 1.7 | 0 | -6 | 97 | 0.7 | -10 | -8 | 2 | -9
Cc1[nH]c2ccccc2c1SCC(=O)N1CCOCC1 | 1 | -0.6 | 0 | 4 | 96 | -0.3 | 1 | . | 3 | -6
O=C(Oc1c(Cl)cc(Cl)c2cccnc12)c1cccc([N+](=O)[O-])c1 | -6 | 5.9 | -4 | 9 | 92 | -0.2 | 4 | 8 | 6 | .
COc1ccc(-n2nc(C(=O)NCC(=O)N3CCN(C)CC3)c3ccccc3c2=O)cc1OC | 11 | -2.0 | 4 | 1 | 94 | -0.2 | -1 | -1 | 0 | -5
CCOc1cc(/C=N/NC(=O)CN2CCOCC2)ccc1OCc1ccccc1 | -4 | -0.4 | -2 | -2 | 97 | 0.1 | 5 | -2 | -1 | -18
COc1ccc(C(C(=O)NC2CCCC2)N(C(=O)c2ccco2)c2cc3c(cc2C(C)=O)OCO3)cc1 (stereo unspecified) | -2 | 0.3 | 8 | 1 | 87 | -0.1 | -3 | -9 | 2 | -7
CC(C)(C)C1CCC(=O)N(CCC#N)CC1 (stereo unspecified) | -4 | -2.2 | -1 | 2 | 97 | 0.0 | 1 | -2 | 5 | -3
CCOC(=O)C1=C(c2ccccc2)OC(N)=C(C#N)C1c1ccc(Cl)s1 (stereo unspecified) | -7 | 3.6 | -2 | 2 | 99 | -0.2 | -8 | 1 | 17 | .
Cc1ccc(C(=O)NCCCNC(=O)c2ccccn2)cc1 | 1 | 1.1 | 4 | -1 | 99 | -0.1 | 10 | -3 | 27 | -4
Cc1c(C)n(CC(O)CN2CCN(C)CC2)c2ccccc12 (stereo unspecified) | -5 | -1.1 | 6 | 3 | 92 | 0.1 | -1 | -19 | 2 | -2
COc1cc(/C=N/NC(=O)c2ccoc2C)ccc1O | 6 | -1.4 | 0 | 5 | 91 | -0.2 | -2 | 4 | 8 | -20
COc1ccc(C)cc1S(=O)(=O)N(CC(N)=O)Cc1ccccc1 | -1 | 0.5 | -1 | 1 | 95 | 0.0 | -3 | -2 | 1 | -2
COc1cc(CNC(=O)c2cc(-c3cc(Cl)ccc3C)n[nH]2)cc(OC)c1 | 0 | -1.3 | -6 | 0 | 98 | 0.0 | -1 | -2 | 8 | -7
CN(CC(=O)NC1CC1)S(=O)(=O)c1cc(Cl)ccc1Cl | 9 | -2.2 | 3 | 0 | 104 | -0.1 | -2 | -4 | -4 | -10
CC(C)(C)C1CCc2onc(C(=O)NCc3ccc(F)cc3)c2C1 (stereo unspecified) | -6 | 2.1 | -5 | -4 | 107 | 0.1 | -3 | 9 | 16 | -5
CCS(=O)(=O)n1nc(-c2ccco2)nc1N | -2 | -3.5 | -1 | 1 | 102 | -0.2 | 1 | -2 | 5 | -6
NC(N)=Nc1nc(-c2ccccc2)c2ccccc2n1 | -10 | -2.8 | -6 | 9 | 104 | 0.0 | -1 | -1 | 3 | -6
CC(C)NC(=O)c1ccccc1NC(=O)CS(=O)(=O)Cc1ccccc1 | 1 | -1.3 | -2 | 1 | 102 | 0.0 | . | 0 | 9 | -7
